Assay outcomes from PubChem BioAssay.
A-T KAP1 phos = potential ataxia-telangiectasia treatment; […] A-T fibroblasts, KAP-1 phosphorylation AlphaLISA; neocarzinostatin DNA damage 30 min before lysis; Potency, µM (top dose mostly 57.5 µM), without a hit: at the top dose activation, hits mostly activators; 0.19% of 320,000 active; further: potency means the concentration at half of the fitted maximal effect; % of control where 0% means no effect; nearly all actives have a fitted effect of over 45% in size
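ATM-like activity read as KAP-1 phosphorylation via AlphaLISA donor/acceptor antibody pairs after lysis and 6 hr at 25C. Cells were ATM-null patient fibroblasts ([…], hTERT), dosed 60 min, then exposed to the DSB inducer NCS for 30 min.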
KCNH2 WT inh = blocks the wildtype human KCNH2 potassium channel; Q12809; U2OS, BacMam KCNH2, thallium flux FluxOr; active compounds read low; activity change, % at 1.84 µM; 0.37% of 340,000 active; AID 720551;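 active means maximum activity change below -70%; inconclusive means maximum activity change between -70% and -50%; inactive means maximum activity change above -50%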; further: on the % scale 0 is the no-effect control and ±100 the full control effect
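U2OS cells were transduced with wild-type KCNH2 virus (2.03 x 10^8 / mL) for 4 h at room temperature, then cultured overnight at 37 C. Thallium flux was read with FluxOr dye. Rate constants were normalized to DMSO controls.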
ASM inhibitor = human S-ASM enzyme inhibition; placental ASM, HMU-PC fluorogenic substrate, 60 min; AID 504937; Potency, µM (top dose mostly 57.5 µM), inactives show at the highest dose activity change, negative = inhibition, actives largely listed as inhibitors; 0.006% of 340,000 active; P17405; further: potency means the concentration at half of the fitted maximal effect
Target sequence (P17405 47-631 limits assumed): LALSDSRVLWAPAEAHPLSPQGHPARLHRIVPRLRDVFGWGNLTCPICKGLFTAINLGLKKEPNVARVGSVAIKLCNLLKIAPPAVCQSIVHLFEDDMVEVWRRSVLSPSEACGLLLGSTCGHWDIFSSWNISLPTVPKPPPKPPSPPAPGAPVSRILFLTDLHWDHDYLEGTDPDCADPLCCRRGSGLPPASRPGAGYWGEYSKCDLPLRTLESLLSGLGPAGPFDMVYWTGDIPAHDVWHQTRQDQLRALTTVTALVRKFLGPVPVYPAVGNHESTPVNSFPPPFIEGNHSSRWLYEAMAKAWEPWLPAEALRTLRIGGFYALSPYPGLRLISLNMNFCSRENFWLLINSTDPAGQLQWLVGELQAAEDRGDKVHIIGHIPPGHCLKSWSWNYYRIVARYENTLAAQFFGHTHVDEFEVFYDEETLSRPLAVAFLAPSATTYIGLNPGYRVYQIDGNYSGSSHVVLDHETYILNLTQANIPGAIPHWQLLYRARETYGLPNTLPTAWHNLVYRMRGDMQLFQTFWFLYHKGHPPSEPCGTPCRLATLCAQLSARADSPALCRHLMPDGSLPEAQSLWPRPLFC
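Steps: dispense placental human ASM, pin compound, wait 10 min at room temperature, add HMU-PC0 substrate at 9 uM final, incubate 60 min at 37 °C, add stop solution raising pH to 10, read fluorescence.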
TRPV1 agonist = activates the human vanilloid receptor TRPV1; activation, % at 8.33 µM; 0.19% of 320,000 active; TRPV1-expressing cells, Fluo-8 calcium influx, agonist mode; AID 540275; in the data active means activation above about 80%; inconclusive means between about 30% and that limit; further: 0% is about no effect
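Fluo-8 calcium influx in TRPV1-expressing cells, kinetic read (ex 480/em 520 nm). Compound added and read 3 min for agonist activity, followed by capsaicin at EC20 final and 2 min further read for enhancement.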
KCNH2 3.1 block = inhibitors of human KCNH2 3.1 potassium channel isoform; 0.95% of 340,000 active; U2OS KCNH2 3.1, thallium flux FluxOr; active compounds read low; activity change, % (tested at about 1.8 µM);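 active means maximum activity change below -70%; inconclusive means maximum activity change from -70% to -50%; inactive means maximum activity change above -50%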;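 further: thallium influx rate constant from kinetic fluorescence after stimulation buffer; on the % scale 0 is the no-effect control and ±100 the full control effect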
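FluxOr-based Tl+ influx in U2OS cells transduced with KCNH2 3.1 virus; rate constants normalized to DMSO controls.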
Integrin act MD = integrin-mediated muscular dystrophy alleviation activation. Potency, µM (top dose mostly 38.3 µM), inactives show at the top dose activation, usual class: activators. alpha7betagal myoblasts, beta-gal FDG fluorescence, 48 h. 0.064% of 350,000 active;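 further: potency means the concentration at half of the fitted maximal effect; 100% = response of the positive control SU9516; nearly all actives have a fitted effect of over 60% in size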
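alpha7betagal+/- myoblasts (passage 13, 250/well) treated 48 h at 37C with compounds at 1:260 dilution of DMSO stock. Lysed, then beta-galactosidase activity read as FDG fluorescence (ex 480/em 540) after 30 min, with pre-read for autofluorescence.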
Coupling enz = counter-screen for Giardia aldolase inhibitors: coupling enzyme system. 0.67% of 290,000 active. coupling enzyme system counterscreen, AmpLite Red fluorescence. activity change, negative = inhibition, % at 58.2 µM, hits read low. AID 2472; in the data active means activity change below about -30%; further: on the % scale 0 is the no-effect control and ±100 the full control effect
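Fluorescence at 525 nm excitation and 598 nm emission measured inhibition of the coupled detection system without aldolase. Compounds (at 57.5 uM final) were preincubated 10 min at room temperature with coupling enzyme reagent before a 20 min substrate/AmpLite Red step.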
GALK inhibitor = blocks human galactokinase activity; P51570; Purified GALK, Kinase-Glo residual ATP luminescence; Potency, µM (titrated, usually from 57.5 µM), for the others: top-dose activity change, negative = inhibition, usual class: inhibitors; 0.007% of 270,000 active; further: potency means the concentration at half of the fitted maximal effect; on the % scale 0 is the no-effect control and ±100 the full control effect
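ATP-depletion format; final 35 uM ATP, 100 uM D-galactose, 5 nM enzyme; pH 8.0 HEPES/Mg2+ buffer; 60 min RT; luminescence read 10 min after detection reagent.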
MBNL1 CUG block = blocks human MBNL1 binding to CUG repeat RNA; TR-FRET MBNL1-His/biotin-(CUG)12 binding, 665/545 ratio; Q9NR56; Potency, µM (series often up to 57.5 µM), without a hit: at the top dose activity change, negative = inhibition, most hits filed as inhibitors; AID 2675; 0.036% of 280,000 active; active means well fitted inhibition curve with a large enough effect in the signal ratio, with a control signal flat, not every such curve was filed as active; inconclusive means small, poorly fitted or top-dose-only effect, or effect the other way, or a change in a side signal; inactive means no such curve, though single readings can be large or run the other way; the % refers to the signal ratio; further: potency means the concentration at half of the fitted maximal effect; on the % scale 0 is the no-effect control and ±100 the full control effect
Target sequence (Q9NR56 whole entry, looked up): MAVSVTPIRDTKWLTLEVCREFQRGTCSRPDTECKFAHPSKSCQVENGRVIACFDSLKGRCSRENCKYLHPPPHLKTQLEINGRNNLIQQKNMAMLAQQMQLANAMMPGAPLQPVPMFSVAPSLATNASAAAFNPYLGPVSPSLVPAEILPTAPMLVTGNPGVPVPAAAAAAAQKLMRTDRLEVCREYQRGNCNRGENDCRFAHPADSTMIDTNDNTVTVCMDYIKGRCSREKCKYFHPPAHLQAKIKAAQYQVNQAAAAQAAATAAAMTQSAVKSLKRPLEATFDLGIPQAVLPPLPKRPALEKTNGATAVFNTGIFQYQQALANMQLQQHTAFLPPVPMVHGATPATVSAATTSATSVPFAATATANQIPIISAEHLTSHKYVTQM
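TR-FRET readout: Ex 340 nm, 665/545 nm emission ratio, normalized to buffer-only (basal) and MBNL1-(CUG)12 controls. Complex of MBNL1-His with Biotin-(CUG)12, compounds 92 nM–58 uM, incubated 60 min at room temperature.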
MLL CXXC-DNA inh = inhibitors of human MLL CXXC domain-DNA interaction. Q03164. MLL-CXXC / FITC-HOXA9 DNA fluorescence polarization. Potency, µM (series often up to 115 µM), for the others: at the highest dose activity change, negative = inhibition, most hits filed as inhibitors. 0.037% of 290,000 active; active means well fitted inhibition curve with a large enough effect in the polarisation, with a control signal flat, not every such curve was filed as active; inconclusive means small, poorly fitted or top-dose-only effect, or effect the other way, or a change in a side signal; inactive means no such curve, though single readings can be large or run the other way; the % refers to the polarisation; further: potency means the concentration at half of the fitted maximal effect
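Fluorescence polarization: 7 uM MLL-CXXC (stock) preincubated 5 min with compounds, then 50 nM fluorescein-HOX-A9 DNA (stock) added; 30 min ambient. Buffer 50 mM Tris-HCl pH 7.5, 50 mM NaCl, 1 mM DTT, 0.05% BSA.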
Starred values were filed as active, the others as inactive; ? = inconclusive; · = not tested or not shown; [ ] = dose if it differs, or a comment. Unless noted, the call rests on the fitted dose curve; in most records, active means well fitted curve in the direction sought with a large enough effect; inconclusive means small, poorly fitted or top-dose-only effect, or another doubt; inactive means no such curve, though single readings can be large; an effect the other way counts as inactive or inconclusive.

SMILES | A-T KAP1 phos | KCNH2 WT inh | ASM inhibitor | TRPV1 agonist | KCNH2 3.1 block | Integrin act MD | Coupling enz | GALK inhibitor | MBNL1 CUG block | MLL CXXC-DNA inh
COc1ccccc1/C=C/C1(C(=O)NC2CCCC2)CC(=O)N1c1ccc(F)cc1 (stereo not given) | · | -3 | -5% | 20 | -26 | -43% | 1 | -4% | -6% | 1%
Cc1ccc(O)c(NC(=O)c2ccccc2-c2ccccc2C(=O)O)c1 | -3% | 8 | 1% | 2 | 1 | 8% | 7 | 5% | -12% | -6%
Cc1nc(NC(=O)CSc2nnc(-c3ccccc3)c(-c3ccccc3)n2)c(Cl)cc1Cl | -4% | 0 | -6% | 2 | 5 | 14% | 6 | 1% | · | 45%[activator]
CC(C)C[C@H](N)c1cn([C@@H](Cc2cc3ccccc3[nH]2)C(=O)N2CCNCC2)nn1 | -2% | 3 | -1% | 0 | 6 | 3% | 0 | -1% | 0% | -27%
CC(=O)Nc1sc(C)c(C)c1C(=O)OCC(=O)N(CCC#N)c1cc(C)cc(C)c1 | -2% | -4 | -8% | 5 | -7 | -18% | · | · | · | ·
Cn1c(CNc2ccc(F)cc2)nc2ccccc21 | 3% | 0 | 5% | 0 | 9 | 26% | 2 | 0% | -3% | 1%
Cc1noc(C)c1C(=O)Nc1nc(-c2ccc(F)cc2)cs1 | 4% | -4 | -3% | 4 | 0 | 13% | · | · | · | ·
COc1cc(/C=C2\SC(=S)N(NC(=O)c3ccc(O)c(OC)c3)C2=O)ccc1O | -27% | 0 | ? | 13 | -2 | -40% | 3 | -1% | ? | ?
O=C(c1cc(C(=O)N2CCOCC2)c2nc3ccccc3n2c1)c1cc(Cl)cc(Cl)c1O | -18% | -8 | -8% | -2 | -3 | 27% | 19 | -4% | 17% | -1%
CCCCN1CC[C@H]2C=CC[C@@H](C(=O)NCc3ccc(OC)cc3)[C@H]2C1=O | · | 0 | -1% | · | 3 | 9% | · | · | · | ·
Cn1c(=O)n(C)c2cc([N+](=O)[O-])c(N3CCN(S(=O)(=O)c4ccc(C(C)(C)C)cc4)CC3)cc21 | 0% | 9 | -26% | 0 | -14 | -4% | 2 | -4% | 3% | 7%
CCCCSc1nc(O)cc(=O)n1CC | -2% | -6 | 0% | 0 | 7 | -2% | 0 | 10% | -7% | 19%
Cc1ccccc1Cn1c2ccccc2c2cnn(CC(=O)NCc3ccco3)c(=O)c21 | -2% | 0 | -2% | 16 | 13 | -41%[inhibitor] | 0 | 0% | -2% | 2%
COc1ccc(N2C(=O)CCC2=O)cc1 | -8% | -13 | 0% | -1 | 0 | 18% | 0 | -3% | 2% | 0%
COc1ccc(OC)c(NC(=S)NN2CCN(C)CC2)c1 | 5% | -14 | 2% | 0 | 9 | 8% | 0 | 2% | 3% | 6%

Entries of single compounds as entered above. Screens in order: A-T KAP1 phos | KCNH2 WT inh | ASM inhibitor | TRPV1 agonist | KCNH2 3.1 block | Integrin act MD | Coupling enz | GALK inhibitor | MBNL1 CUG block | MLL CXXC-DNA inh
Profile of `Cc1ccc(O)c(NC(=O)c2ccccc2-c2ccccc2C(=O)O)c1` = -3% | 8 | 1% | 2 | 1 | 8% | 7 | 5% | -12% | -6%
Profile of `COc1cc(/C=C2\SC(=S)N(NC(=O)c3ccc(O)c(OC)c3)C2=O)ccc1O` = -27% | 0 | ? | 13 | -2 | -40% | 3 | -1% | ? | ?
Profile of `COc1ccc(OC)c(NC(=S)NN2CCN(C)CC2)c1` = 5% | -14 | 2% | 0 | 9 | 8% | 0 | 2% | 3% | 6%
Profile of `Cn1c(CNc2ccc(F)cc2)nc2ccccc21` = 3% | 0 | 5% | 0 | 9 | 26% | 2 | 0% | -3% | 1%

(list continues)
SMILES | A-T KAP1 phos | KCNH2 WT inh | ASM inhibitor | TRPV1 agonist | KCNH2 3.1 block | Integrin act MD | Coupling enz | GALK inhibitor | MBNL1 CUG block | MLL CXXC-DNA inh
Cc1ccc(S(=O)(=O)N2CCC(C(=O)NNC(=O)c3ccncc3)CC2)cc1 | -2%[11.5 µM] | 6 | 0% | 0 | 17 | 1% | 5 | 1% | 2% | 1%
CN1C(=O)c2cccc3c(N)ccc(c23)C1=O | 18µM* | -4 | -9% | ? | -5 | 0% | 0 | -2% | ? | ?
O=C(CSc1n[nH]c(-c2ccco2)n1)Nc1sc2c(c1C(=O)Nc1ccccc1)CCCC2 | 2% | -1 | -4% | 1 | -21 | 27% | 3 | -3% | 9% | 8%
O=C(O)c1cc(/C=N\O)ccc1OCc1ccccc1 | 11% | -5 | 0% | -6 | 4 | -5% | 1 | 0% | 0% | -9%
O=S(=O)(c1ccc(NC(=S)N/N=C/c2ccc(O)c(O)c2)cc1)N1CCOCC1 | -4% | -3 | 0% | 7 | -9 | 8% | -3 | 0% | ? | -7%
O=C(CCCCl)Nc1nc(-c2ccc3c(c2)OCCO3)cs1 | 0% | -3 | -5% | 22 | 13 | -31% | -1 | 1% | 3% | -1%
N/C(=N\OCC(=O)Nc1ccccc1)c1nonc1N | 5% | -5 | 6% | 3 | 2 | 4% | 0 | -1% | -9% | 2%
O=C(CSc1nnc(-c2ccccn2)n1Cc1ccccc1)NC1CCCC1 | 16% | -17 | 5% | 2 | 2 | 17% | 5 | 8% | -10% | -3%
Cn1c(=O)c2[nH]c(C=Cc3ccc4c(c3)OCO4)nc2n(C)c1=O | · | -4 | 6% | · | 0 | -11% | · | · | · | ·
O=C1/C(=C/c2cccnc2)Oc2cc(OS(=O)(=O)c3ccc(F)cc3)ccc21 | · | -5 | -14% | ? | -5 | 7%[7.66 µM] | 2 | 1% | 8% | -8%
CCOC(=O)N1CCN(CC(O)COc2ccc(CC)cc2)CC1 (stereo not given) | 20% | -11 | -3% | 0 | 3 | ? | -2 | -1% | -3% | -4%
O=C(O)C1=C[C@@H](c2ccc(Br)cc2)C[C@@H](OCCCCO)O1 | · | -5 | 0% | · | -3 | -20% | · | · | · | ·
CCn1cc(CNC(=O)CCSc2nc(-c3ccco3)cc(C(F)(F)F)n2)cn1 | · | 1 | 0% | ? | -24 | -2% | 5 | 0% | 11% | 0%
COc1ccc(CCNS(=O)(=O)c2ccc(F)cc2)cc1OC | 0% | 5 | 4% | -6 | -14 | -12% | 0 | 0% | -7% | 3%
CCCCCCOc1ccc(N2C(=O)CC(N3CCC(C(=O)OCC)CC3)C2=O)cc1 (stereo not given) | 6% | 11 | -1% | 4 | -2 | 9% | 3 | 0% | -3% | -2%

Quoted from the listing:
KCNH2 3.1 block with O=C(O)c1cc(/C=N\O)ccc1OCc1ccccc1 reads 4
KCNH2 WT inh with O=S(=O)(c1ccc(NC(=S)N/N=C/c2ccc(O)c(O)c2)cc1)N1CCOCC1 reads -3

The list continues.
SMILES | A-T KAP1 phos | KCNH2 WT inh | ASM inhibitor | TRPV1 agonist | KCNH2 3.1 block | Integrin act MD | Coupling enz | GALK inhibitor | MBNL1 CUG block | MLL CXXC-DNA inh
O=S(=O)(NCc1cccs1)c1ccc(Br)cc1 | 8% | 4 | -3% | 1 | 0 | 2% | 1 | -6% | 0% | 5%
O=C(NCc1csc(-c2ccccc2)n1)c1cc(F)cc2c1OCOC2 | -1% | -1 | -4% | 9 | -9 | 15% | 0 | · | -1% | -7%
COc1ccc(NC(=O)c2cc(-c3ccc(C)o3)nc3ccccc23)cc1OC | -6% | -4 | 1% | -1 | -20 | -7% | -1 | 3% | 15% | 3%
CCCNS(=O)(=O)c1ccc(CCC(=O)N2CCN(c3ccc(OC)cc3)CC2)cc1 | -3% | -23 | 1% | 4 | 6 | 5% | -12 | 0% | -1% | -7%
COc1ccc(C2=CC(c3ccc(F)cc3)n3nnnc3N2)cc1 (stereo not given) | 3% | 12 | 14% | 11 | -12 | 16% | 5 | 4% | 5% | -6%
C[C@@H](C(=O)NCCc1ccccc1)N1C(=O)N2CCc3c([nH]c4ccccc34)[C@@]2(C)C1=O | -4% | -2 | -1% | -3 | -1 | -16% | -4 | · | -2% | 0%
COc1cc(C#N)c(NC(=O)CN2CCC(C(N)=O)CC2)cc1OC | 3% | -2 | 3% | -1 | 16 | 0% | -1 | 1% | · | 3%
COc1ccc(-c2cn(-c3ccc(OC)cc3)c(=S)[nH]2)cc1 | -1% | -3 | -18% | -6 | -15 | -6% | -1 | -1% | -4% | 24%

3 entries from above, ordered by count of non-hydrogen atoms, rising:
SMILES | A-T KAP1 phos | KCNH2 WT inh | ASM inhibitor | TRPV1 agonist | KCNH2 3.1 block | Integrin act MD | Coupling enz | GALK inhibitor | MBNL1 CUG block | MLL CXXC-DNA inh
O=S(=O)(NCc1cccs1)c1ccc(Br)cc1 | 8% | 4 | -3% | 1 | 0 | 2% | 1 | -6% | 0% | 5%
COc1ccc(C2=CC(c3ccc(F)cc3)n3nnnc3N2)cc1 (stereo not given) | 3% | 12 | 14% | 11 | -12 | 16% | 5 | 4% | 5% | -6%
O=C(NCc1csc(-c2ccccc2)n1)c1cc(F)cc2c1OCOC2 | -1% | -1 | -4% | 9 | -9 | 15% | 0 | · | -1% | -7%
